Screening data: PubChem, several laboratories
eLon inh: E. coli protease La inhibition; P0A9M0; inhibition, % at 7.94 µM; hit rate 0.42% among 360,000; purified E. coli Lon protease, fluorescence polarization; AID 602123; in the data active = inhibition above about 13%, passing the limit was not always enough;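 also: 0% = enzyme with probe and DMSO and 100% = no enzyme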
MsrA act: bovine methionine sulfoxide reductase A activation; purified bovine MsrA, absorbance read-out; activation, % at 10.6 µM; hit rate 0.3% among 360,000; in the data active = activation above about 7.5%;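 also: 0% = vehicle and 100% = reference activator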
Neddyl block: cullin neddylation inhibition; P61081+Q13564; TR-FRET cullin neddylation, biochemical; calls only at 25 µM; hit rate 0.58% among 360,000; AID 651699; in the data active = inhibition above about 36%
Target sequence (P61081 whole entry, looked up): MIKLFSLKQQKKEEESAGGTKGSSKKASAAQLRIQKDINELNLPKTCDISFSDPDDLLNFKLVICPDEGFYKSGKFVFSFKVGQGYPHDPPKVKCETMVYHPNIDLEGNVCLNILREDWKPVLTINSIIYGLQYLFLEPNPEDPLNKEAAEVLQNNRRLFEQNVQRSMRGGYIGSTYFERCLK
Target sequence (Q13564 whole entry, looked up): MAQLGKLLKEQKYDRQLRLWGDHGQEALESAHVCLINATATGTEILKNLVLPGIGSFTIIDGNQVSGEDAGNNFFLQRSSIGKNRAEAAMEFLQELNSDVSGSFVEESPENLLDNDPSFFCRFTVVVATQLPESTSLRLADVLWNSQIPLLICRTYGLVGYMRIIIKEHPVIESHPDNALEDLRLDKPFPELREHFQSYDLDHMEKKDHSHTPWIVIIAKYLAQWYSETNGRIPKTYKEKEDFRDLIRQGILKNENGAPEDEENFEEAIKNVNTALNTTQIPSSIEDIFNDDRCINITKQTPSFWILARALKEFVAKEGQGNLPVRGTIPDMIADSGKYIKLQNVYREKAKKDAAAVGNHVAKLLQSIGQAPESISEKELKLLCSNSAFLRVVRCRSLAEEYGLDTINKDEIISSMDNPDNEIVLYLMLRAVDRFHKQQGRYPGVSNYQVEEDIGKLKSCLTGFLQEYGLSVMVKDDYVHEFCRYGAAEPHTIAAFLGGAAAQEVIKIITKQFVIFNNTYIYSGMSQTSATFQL
MLLE-PAM2 inh: blocks PAM2 peptide binding to the PABP1 MLLE domain. P11940. GST-MLLE / FITC-PAM2 fluorescence polarization. inhibition, % at 20 µM. hit rate 0.36% among 360,000. AID 588489; in the data active = inhibition above about 35%, passing the limit was not always enough;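 also: plate controls were DMSO wells with GST-MLLE for no effect and wells lacking GST-MLLE protein for full effect; some results filed as inactive read as strong as hits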
CSN deneddyl inh: inhibitors of human CSN-mediated cullin deneddylation | Purified CSN, SCF-Nedd8-OG deneddylation, fluorescence polarization | Q92905 | hit rate 0.38% among 360,000 | inhibition, % at 12.5 µM;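 active = pattern-corrected inhibition above about 35%, with an unprinted fluorescence ratio check between 0.5 and 1.5, limit read from the data, passing the limit was not always enough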;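 also: 0% = enzyme with substrate and 100% = substrate without enzyme; some results filed as inactive read as strong as hits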
Target sequence (Q92905 whole entry, looked up, one chain of several): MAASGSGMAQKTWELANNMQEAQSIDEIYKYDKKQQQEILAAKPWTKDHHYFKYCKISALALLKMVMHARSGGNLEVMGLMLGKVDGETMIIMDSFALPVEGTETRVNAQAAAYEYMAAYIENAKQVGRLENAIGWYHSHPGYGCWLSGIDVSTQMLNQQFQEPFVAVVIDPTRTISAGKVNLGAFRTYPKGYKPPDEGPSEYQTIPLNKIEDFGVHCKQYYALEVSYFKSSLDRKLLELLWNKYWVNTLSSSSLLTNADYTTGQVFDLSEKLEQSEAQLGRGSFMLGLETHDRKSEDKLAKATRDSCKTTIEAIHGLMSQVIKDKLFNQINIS
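assay system = purified human Csn5 enzyme expressed in HEK293T cells | amount = 0.24 nM enzyme | buffer or medium = Tris/NaCl/DTT buffer, pH 7.5 | reagent = 10 nM SCFSkp2-Nedd8OG | compound = one concentration, 12.5 µM, 0.25% DMSO | times = 90 min reaction at room temperature | signal = FP | read-out basis = % inhibition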
MsrA inhibitor: bovine MsrA inhibition. purified bovine MsrA, absorbance read-out. inhibition, % at 15.5 µM. hit rate 0.75% among 360,000. AID 651718; in the data active = inhibition above about 4.5%;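 also: 0% = vehicle wells with enzyme and 100% = reference inhibitor wells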
TbMetRS inhib: blocks T. brucei methionyl-tRNA synthetase activity; purified T. brucei MetRS, ATP depletion, Kinase-Glo luminescence; inhibition, % at 11.9 µM; hit rate 0.4% among 360,000;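 active = inhibition above a per-plate cutoff of the control wells' mean inhibition plus 3 SD, cut at about 5.5% in these data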;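 also: 0% = DMSO wells median and 100% = median of wells with control inhibitor compound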
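Material: T. brucei methionyl-tRNA synthetase, purified; reagent: substrates ATP, L-methionine and bulk Escherichia coli tRNA; dosing: 11.9 µM single point; timing: 15 min plus 2 h at 25 °C; detection: luminescence of leftover ATP; evaluation: % inhibition; control set: DMSO-only wells as low control; replicates: singlicate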
Rin1-Abl PPI inh: human Rin1-Abl interaction inhibition. P00519+Q13671. hit rate 0.4% among 360,000. TR-FRET Rin1/Abl binding, biochemical. inhibition, % at 7.35 µM; in the data active = inhibition above about 5%, passing the limit was not always enough
FAS-TE inh: inhibitors of human fatty acid synthase thioesterase domain; hit rate 0.67% among 360,000; recombinant FAS-TE, OMFH fluorogenic substrate, fluorescence endpoint; inhibition, % at 15 µM; AID 602261;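 active = compounds whose normalised, plate-corrected inhibition of enzyme fluorescence in the single-dose primary screen is 50% or more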;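 also: 0% = DMSO with enzyme and 100% = substrate without enzyme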
* = called active by the depositor; i = inactive; · = not tested or not shown; & = joins results of further samples.

SMILES	eLon inh	MsrA act	Neddyl block	MLLE-PAM2 inh	CSN deneddyl inh	MsrA inhibitor	TbMetRS inhib	Rin1-Abl PPI inh	FAS-TE inh
Cc1ccc(C(=O)Nc2cccc(C(F)(F)F)c2)cc1NC(=O)c1nccn1C	-1&1	0&-4	i	-7&1	8&1	0.5&1.1	1.0&-0.2	-4&1	-3&-8
Cc1cc(NS(=O)(=O)c2ccc(NC(=O)CN3C(=O)NC(C)(c4ccccc4)C3=O)cc2)nc(C)n1 (configuration not stated)	-7	-3	i	-50	-8	0.1	-0.1	3	-6
CC(CCc1ccccc1)NC(=O)c1ccc(NC(=O)c2ccccc2)cc1 (configuration not stated)	0	-2	i	0	5	-0.6	-0.3	1	0
O=C(Nc1ccc(NC(=O)c2cccs2)cc1)c1ccc2ccccc2c1	8	-4	i	5	-2	-1.0	-0.2	-1	-2
CNc1ccccc1C(C)(C)c1cn(-c2ccc([N+](=O)[O-])cc2)nn1	-1	-2	i	4	-1	-0.5	0.3	1	11
NC(=O)N/N=C(/CCCCCC/C(=N\NC(N)=O)c1ccccc1)c1ccccc1	3	-2	i	-9	3	-1.5	-0.6	-4	22
CCOC(=O)N1CCC(C(=O)NNC(=O)c2ccc(Cl)cc2Cl)CC1	-6	-1	i	-5	-2	0.9	-0.9	4	-7
CCn1c2ccccc2c2cc(NC(=O)N3CCCCC3)ccc21	-8	-1	i	-1	4	0.0	-0.2	1	7
CCn1c(-c2ccccc2)c(C(=O)CC#N)c2ccccc21	0	-1	i	-5	7	2.5	-1.4	2	6
Cc1cc(Nc2ncc(Cl)cc2Cl)n(-c2ccccn2)n1	-1	-11	i	-5	-5	-1.4	-1.0	5	-10
Nc1c(-c2nn[nH]n2)cnn1-c1cc(Cl)cc(Cl)c1	10	-3	i	9	2	-0.9	0.2	0	-4
Cc1cccc(-n2c(=S)[nH]c3c(oc4ccccc43)c2=O)c1	-7	-2	i	18	-1	0.6	0.8	-7	-6
CCC(=O)Nc1ccc2c(c1)OCCO2	1	0	i	-13	-3	-0.8	0.3	0	-7
CCCCn1c(SCC(=O)N2CC(=O)Nc3ccccc32)nnc1-c1ccoc1C	-3	-1	i	-13	2	0.4	-0.1	-3	-2
CC(OC(=O)CCc1nc2ccccc2c(=O)[nH]1)C(=O)NCc1ccc2c(c1)OCO2 (configuration not stated)	8	-2	i	-15	0	0.7	1.1	1	-8
CC(C)(C)c1ccc(S(=O)(=O)N2CCC(c3nc4ccc(Cl)cc4[nH]3)CC2)cc1	-7	-12	i	6	1	-0.9	-1.1	-5	21
Cn1c(CC(=O)Nc2ccccc2)c(Sc2ccccc2)c2ccccc21	-1	-4	i	-7	4	-0.1	-0.5	2	22
Cc1nc(NCCc2ccccc2)c(C#N)c(C)c1[N+](=O)[O-]	-12	-3	i	11	-10	0.4	-0.6	-2	46
CC(=O)OC1(C)C=Cc2ccccc2C1=NS(=O)(=O)c1ccccc1 (configuration not stated)	-7	-1	i	1	-1	-0.5	-0.3	-4	-2
Cc1ccc(NC(=O)C2(C)CCN2C(=O)CC(c2ccccc2)c2ccccc2)cc1 (configuration not stated)	-1	-3	i	-12	-4	-1.7	0.2	0	17
CN(C)Cc1c(OC(=O)c2ccc(N)cc2)ccc2ccccc12	2	-2	i	11	-2	0.4	-0.3	-1	-7
CCOc1ccc(C(=O)N2CCCC2)cc1	-3	-9	i	-4	4	-0.9	-0.7	1	-9
O=C(O)c1ccc(NS(=O)(=O)c2cc(C(=O)O)ccc2Br)cc1	0	-10	i	-8	-6	-0.5	-0.5	2	-10
O=C(COC(=O)c1ccc(Cl)nc1)NC1CCCc2ccccc21 (configuration not stated)	-12	-1	i	18	-3	-0.4	-0.2	-4	2
O=c1[nH]cnc2scc(-c3ccc(-c4ccccc4)cc3)c12	-7	2	i	-7	6	0.0	-0.1	3	1
CCOC(CCNC(=O)c1cc(-c2cccs2)nc2ccccc12)OCC	5	-5	·	19	4	3.2	-0.8	-1	3
COc1ccc(C(=O)NCCNC(=O)c2cc(OCC(F)(F)F)ccc2OCC(F)(F)F)cc1	-9	0	i	2	-1	0.5	-0.6	-1	0
COc1ccc(/C=C(\C#N)C(=O)c2cccn2C)cc1	4	-4	i	-2	0	-0.2	-1.2	1	-4
Cn1ncc([N+](=O)[O-])c1C(=O)Nc1ccccc1Cl	-8	-1	i	-3	5	-0.5	0.1	3	-2
COc1cccc(CCC(=O)Nc2cccc(S(=O)(=O)N3CCCC3)c2)c1OC	9	-7	i	-6	-6	1.1	-0.5	0	6
COc1ccc(-c2csc(N3N=C(C)C(C)C3=O)n2)cc1 (configuration not stated)	-4	-2	i	3	2	1.4	-0.2	0	-1
CCCCCCC(NC(=O)c1ccc(C)cc1)C(=O)O (configuration not stated)	-7	-7	i	14	2	-1.4	-3.0	0	5
COc1cc(NC(=O)CSc2ccccc2)c(C(=O)O)cc1OC	3	-3	i	-13	-5	0.3	-0.6	1	-12
COc1cc(OC)cc(-c2cc3nc(C4CCN(C(=O)OC(C)(C)C)CC4)cc(=O)n3[nH]2)c1	-13	-1	i	7	5	-0.4	0.0	0	-6
Cc1cc(NCc2ccccn2)nc2ccccc12	7	-3	i	2	-6	0.8	0.2	-2	-5
C[C@H](O)CNC(=O)c1[nH]cnc1C(=O)N[C@@H](C)c1ccccc1	-3	0	i	0	-3	0.1	-0.1	0	-6
COc1ccc(CCC(C)NCC(C)c2ccccc2)cc1 (configuration not stated)	2	1	i	8	0	0.5	-0.1	0	-5
O=C(O)c1ccccc1C(=O)NCc1ccc2c(c1)OCO2	11	-6	i	12	1	0.5	-0.9	1	-6
CC(=O)Nc1cccc(NC(=O)CCn2c(=O)sc3ccccc32)c1	-6	-3	i	-6	1	0.2	-0.2	2	1
C[C@H]1CN([C@@H](C)CO)C(=O)CCCn2nncc2CO[C@@H]1CN(C)Cc1ccccc1C(F)(F)F	-5	1	i	-2	-4	-0.3	-1.7	-4	0
Cc1c(NS(=O)(=O)c2ccc3c(c2)n(C)c(=O)n3C)c(=O)n(-c2ccccc2)n1C	-3	0	i	-3	-4	1.0	-0.1	-1	-4
Cc1cc(OC(=O)c2ccc(Cl)cc2Cl)c([N+](=O)[O-])c(=O)[nH]1	0	0	i	-5	-5	0.0	0.1	-1	2
COC(=O)[C@]12CCCCC=C1N(CCc1ccc(OC)c(OC)c1)C(=O)[C@H](CC(=O)N1CCC(c3ccccc3)CC1)C2	·	·	i	·	-7	-1.2	-0.3	·	·
Cc1cc(Cl)c(OCCCn2ccnc2)c(Br)c1	-10	2	i	6	-1	-0.1	0.0	1	-9
CCC(Sc1ccc2nnc(-c3cccnc3)n2n1)C(=O)O (configuration not stated)	-3	-4	i	4	1	-0.2	-0.6	-6	-9
CN1CCC(=NNC(=O)C(=O)NC2CCCCC2)CC1	6	-2	i	-1	2	0.1	0.9	-3	-8
O=C(CSc1nc2ccccc2o1)N/N=C/c1ccccc1C(=O)O	-1	-3	i	35	3	0.1	0.1	3	-1
O=C(COC(=O)c1cncc(Br)c1)NCc1ccccc1	1	3	i	0	-3	0.2	0.0	0	2

No new results follow: an excerpt of the list.
SMILES	eLon inh	MsrA act	Neddyl block	MLLE-PAM2 inh	CSN deneddyl inh	MsrA inhibitor	TbMetRS inhib	Rin1-Abl PPI inh	FAS-TE inh
C[C@H]1CN([C@@H](C)CO)C(=O)CCCn2nncc2CO[C@@H]1CN(C)Cc1ccccc1C(F)(F)F	-5	1	i	-2	-4	-0.3	-1.7	-4	0
Cc1c(NS(=O)(=O)c2ccc3c(c2)n(C)c(=O)n3C)c(=O)n(-c2ccccc2)n1C	-3	0	i	-3	-4	1.0	-0.1	-1	-4
Cc1cc(OC(=O)c2ccc(Cl)cc2Cl)c([N+](=O)[O-])c(=O)[nH]1	0	0	i	-5	-5	0.0	0.1	-1	2
COC(=O)[C@]12CCCCC=C1N(CCc1ccc(OC)c(OC)c1)C(=O)[C@H](CC(=O)N1CCC(c3ccccc3)CC1)C2	·	·	i	·	-7	-1.2	-0.3	·	·
Cc1cc(Cl)c(OCCCn2ccnc2)c(Br)c1	-10	2	i	6	-1	-0.1	0.0	1	-9
CCC(Sc1ccc2nnc(-c3cccnc3)n2n1)C(=O)O (configuration not stated)	-3	-4	i	4	1	-0.2	-0.6	-6	-9
CN1CCC(=NNC(=O)C(=O)NC2CCCCC2)CC1	6	-2	i	-1	2	0.1	0.9	-3	-8
O=C(CSc1nc2ccccc2o1)N/N=C/c1ccccc1C(=O)O	-1	-3	i	35	3	0.1	0.1	3	-1
O=C(COC(=O)c1cncc(Br)c1)NCc1ccccc1	1	3	i	0	-3	0.2	0.0	0	2

(next part)
SMILES	eLon inh	MsrA act	Neddyl block	MLLE-PAM2 inh	CSN deneddyl inh	MsrA inhibitor	TbMetRS inhib	Rin1-Abl PPI inh	FAS-TE inh
Nc1ccccc1O	3	9.4*	i	9	0	·	0.2	6	2
CC1(C(=O)NS(=O)(=O)c2cccs2)CCN1C(=O)C1(c2ccc(Cl)cc2)CC1 (configuration not stated)	2	0	i	5	3	-1.2	0.3	1	-7
N/C(=N\OC(=O)CCC1CCCC1)c1cccc([N+](=O)[O-])c1	-14	-6	i	-4	0	-0.8	-0.4	0	62*
COc1ccc(OC)c(NC(=O)CSc2nnc(-c3cccnc3)s2)c1	1	-3	i	4	1	1.9	-0.4	-5	-3
CN1CCN(C(=O)c2ccccc2NC(=O)c2ccccc2Br)CC1	-2	0	i	-13	-4	-1.0	0.4	2	-4
CCOC(=O)Cn1cnc2c(nnn2-c2ccc(C)cc2)c1=O	-4	-3	i	8	-7	-0.4	-0.3	-3	-9
Cc1ccccc1NC(=S)NC(=O)COc1ccccc1C	3	-5	i	26	-3	-1.0	-0.7	0	22
CCn1nc(C(=O)OCC(=O)Nc2ncc(Cl)c(C)c2Cl)c2ccccc2c1=O	-1	19*	i	-3	-11	1.1	-0.1	1	-2
Cc1ccc2nc(-c3sc4nc(C)ccc4c3N)[nH]c2c1	-2	-2	·	-6	3	1.7	-2.6	1	4
Cc1cc(F)ccc1NC(=O)c1cnccn1	3	-2	i	6	-5	0.2	-0.6	1	-6
CCN(CC)CCNC(=O)c1ccc(NC(=O)c2ccc(COc3ccccc3)cc2)cc1	-12	-1	i	-67	10	-0.5	-0.4	2	-2
COc1ccc(N2CCN(Cc3nc4sc(C)c(C)c4c(=O)[nH]3)CC2)cc1	10	-1	i	-31	5	1.0	-0.1	-2	0
FC(F)(F)c1cc(-c2ccccc2)nc2ncnn12	-5	-2	i	5	-1	0.7	0.2	-4	-7
Cc1ccc(-n2nc3c(=O)n(CC(=O)NCc4ccccc4Cl)nc(C)c3c2C)cc1	0	-1	i	-6	8	-0.2	-0.1	-3	-1
O=C(Nc1ccc2ccccc2n1)Nc1ccccc1F	2	4	i	-6	0	1.0	0.2	-2	-4
COc1ccc(/C=N/Nc2cc(C)nc(N3CCOCC3)n2)c(OC)c1	1	-3	i	-7	1	-0.8	-0.1	-1	3

Complete entries, quoted from the list. Screens in order: eLon inh, MsrA act, Neddyl block, MLLE-PAM2 inh, CSN deneddyl inh, MsrA inhibitor, TbMetRS inhib, Rin1-Abl PPI inh, FAS-TE inh
`O=C(Nc1ccc2ccccc2n1)Nc1ccccc1F` as listed: 2, 4, i, -6, 0, 1.0, 0.2, -2, -4
`COc1ccc(/C=N/Nc2cc(C)nc(N3CCOCC3)n2)c(OC)c1` as listed: 1, -3, i, -7, 1, -0.8, -0.1, -1, 3
